# Growth percent in the NCI-60 one-dose screen (48 h, 10 µM unless noted): 100 = growth as untreated, 0 = no growth, -100 = all killed.
# K-562: K-562 leukemia | 78,000 compounds, 7.4% hits
# MDA-MB-468: MDA-MB-468 breast cancer; AID 2202374; 78,000 compounds, 8.5% hits
# MDA-MB-231: MDA-MB-231 breast cancer; AID 1794789; 81,000 compounds, 5% hits
# MOLT-4: MOLT-4 leukemia cells. 80,000 compounds, 6.9% hits. AID 1794779
# RPMI-8226: RPMI-8226 leukemia cells; AID 1794781; 77,000 compounds, 7.5% hits
# SR: SR leukemia cells; 73,000 compounds, 8.7% hits; AID 1794780
# MCF7: MCF7 breast cancer | 82,000 compounds, 6.3% hits
# CCRF-CEM: CCRF-CEM leukemia | 77,000 compounds, 7% hits
# Starred values were filed as active, the others as inactive; . = no result given; & = joins results of further samples. The calls were made as follows: active = growth percent below 10; inactive = the rest.
# The line under a structure holds: CCRF-CEM	MOLT-4	SR	MDA-MB-468	MCF7	MDA-MB-231	K-562	RPMI-8226
COc1cc(-c2c3c(cn2S(=O)(=O)c2ccccc2)-c2nc(N)sc2CC3)cc(OC)c1OC
    7.1*	23.5	9.6*	23.4	18.5	19.3	8.1*	25.3
CCC([N+](=O)[O-])S(=O)(=O)c1ccc(C)cc1 (configuration not stated)
    99.0	117.3	112.9	91.3	101.0	103.2	114.8	105.8
NNC(=O)c1ccc(Br)cc1
    98.7	90.7	96.0	103.2	96.7	89.5	98.4	105.8
COc1cccc(/C=C2\Oc3cc(OCCCN4CCCC4)ccc3C2=O)c1OC
    85.1	91.5	70.8	93.2	87.0	97.2	73.0	88.6
CO[C@@]1(NC(=O)Cc2cccs2)C(=O)N2C(C(=O)O)=C(COC(N)=O)CS[C@@H]21
    .	106.3	98.4	111.7	101.9	102.4	.	.
CC(C)(C)Nc1nc2c(OCCc3ccccc3)cccn2c1-c1ccc(O)cc1
    38.5	22.7	32.5	26.0	45.4	79.6	17.4	19.0
Oc1ccc2ccccc2c1Sc1ccc2ccccc2c1
    65.4	81.9	105.6	103.4	100.8	98.6	98.0	78.0
OCC1CCC(O)C(CO)N1 (configuration not stated)
    .	105.6	100.9	104.3	92.6	106.0	116.3	83.7
CCCCCCCCCCCCNC(=S)N/N=C/c1cc(Cl)ccc1O
    85.1	81.9	85.5	74.3	81.0	100.4	71.1	85.5
CN1CCc2c(sc3nc4n(-c5ccc(Cl)cc5)c(=O)[nH]n4c(=O)c23)C1
    .	99.1	97.6	114.2	91.7	119.8	106.7	.
CN(C1c2ccccc2Oc2ccccc21)S(=O)(=O)c1cc(Br)ccc1Br
    78.0	83.4	50.0	63.3	76.7	97.1	48.5	92.3
COc1ccc2[nH]c(=O)ccc2c1
    113.2	73.4	114.0	101.5	95.4	96.0	109.8	109.7
CC(=O)Nc1ccc(C)c([N+](=O)[O-])c1
    108.3&107.6	99.3&97.3	95.8&57.7	84.4&99.2	101.3&100.5	95.5&112.1	100.9&104.3	97.5&104.8
COc1ccc([C@H]2[C@H](C(=O)Nc3cccc(C)n3)c3ccccc3C(=O)N2c2ccccc2)cc1
    96.5	69.1	47.5	95.4	96.1	92.9	83.0	82.6
Cc1cc2cc(C3C(C#N)=C(N)Oc4n[nH]c(C)c43)c(Cl)nc2cc1C (configuration not stated)
    116.7	85.6	85.9	106.2	96.0	102.5	97.5	94.1

# Further records.
# The line under a structure holds: CCRF-CEM	MOLT-4	SR	MDA-MB-468	MCF7	MDA-MB-231	K-562	RPMI-8226
CC1=C(C(=O)OCc2ccccc2)C(c2cn[nH]c2-c2ccc(OCc3ccccc3)cc2)NC(=S)N1 (configuration not stated)
    65.9	43.7	71.5	81.0	59.4	84.3	72.4	47.5
O=C(/C=C/c1ccccc1)CC(=O)c1ccccc1
    81.0	87.4	79.7	117.7	100.8	100.0	104.0	.
CCn1c(C)c(C(C)=O)c2c(-c3ccccc3)nc3ccccc3c21
    88.5	95.2	91.7	95.1	93.6	91.1	99.2	79.6
COc1ccc(-c2nn(-c3ccc(C(=O)O)cc3)cc2CNc2ccccc2)c(F)c1
    92.2	94.2	99.8	104.5	91.9	98.7	91.6	57.4
CC(=O)c1ccc2c(N)c(C(=O)Nc3ccc(C(F)(F)F)cc3)sc2n1
    60.9	32.7	39.3	10.6	27.8	68.3	20.0	37.3
CCOC(=O)c1ccc(NC(=O)CS(=O)(=O)c2ccccc2)cc1
    107.5	106.2	110.0	104.3	96.1	98.3	97.5	103.5
O=C1C(c2c[nH]c3ncccc23)=C(c2c[nH]c3ncccc23)C(=O)N1O
    80.7	92.0	92.3	100.6	99.2	81.7	.	85.5
Oc1[nH]c2ccc(Cl)cc2c1/C=c1/cc2c(c(-c3ccc(F)cc3)n1)=Nc1ccccc1-2
    .	.	58.6	60.6	68.7	66.4	69.2	80.4
O=c1c(-c2ccccc2)c(O)n(-c2ccccc2)c(=S)n1-c1ccccc1
    .	118.4	85.1	126.8	99.2	131.1	94.9	99.4
Nc1nc(SCc2ccccc2)c2ncn(C3CCCCC3)c2n1
    74.9	71.0	83.3	74.3	96.9	80.2	73.8	59.1
CNC1=C([N+](=O)[O-])C(c2cccc(Cl)c2Cl)C(C#N)=C(c2ccc[nH]2)O1 (configuration not stated)
    117.6	97.2	93.1	115.9	94.3	103.8	98.9	103.9
CCn1cc(-c2ccnc(NCCCNS(=O)(=O)c3ccccc3)c2)c(-c2cccc(O)c2)n1
    68.2	70.5	77.6	88.5	.	106.0	47.1	58.0
COc1ccc(NS(=O)(=O)N2CCCCC2)cc1
    89.6	99.8	95.3	104.8	107.8	91.5	93.8	102.3
CCCCCCCCCCCCCCCC1=NCCN1
    .	-27.3*	-44.9*	-32.9*	32.0	30.6	3.8*	40.8
COc1cc(C(=O)/C=C/c2cc(-c3ccc4c(c3)OCO4)n[nH]2)cc(OC)c1OC
    .	.	-25.3*	29.1	6.1*	30.6	-17.0*	-42.4*

# More structures:
# The line under a structure holds: CCRF-CEM	MOLT-4	SR	MDA-MB-468	MCF7	MDA-MB-231	K-562	RPMI-8226
CCCCCSc1nnc(-c2c(C)nc3ccc(Br)cn23)o1
    106.9	98.1	.	48.5	39.2	70.4	89.4	89.5
Cc1cc(C)c(C(=O)Cc2ccccc2)c(C)c1
    96.2	101.2	110.4	95.1	106.3	94.7	94.6	95.6
C=C(C)[C@@H]1CC[C@]2(C)[C@H](CC=C3[C@@H]4CC(C)(C)CC[C@]4(C(N)=O)CC[C@]32C)[C@@]1(C)CCC#N
    39.8	24.1	.	15.1	6.7*	38.6	15.9	6.4*
NS(=O)(=O)c1ccc(C(=O)N=Nc2c(O)[nH]c3ccc([N+](=O)[O-])cc23)cc1
    96.1	110.0	99.9	99.0	91.0	107.8	102.0	99.7
NS(=O)(=O)c1ccc(NN=Nc2ccc(S(=O)(=O)O)cc2)cc1
    102.2	106.5	107.3	102.6	102.5	123.8	99.1	105.0
O=C(CNC(=O)c1cccc2ccccc12)Nc1ccccc1Oc1ccccc1
    18.3	24.2	13.1	19.7	11.3	15.0	7.8*	19.8
CCSc1ccnc(SCC)n1
    100.3	90.6	92.5	106.4	101.8	115.1	91.5	107.5
CS(=O)(=O)Nc1cc(-c2cc3ncc(C#N)c(Nc4ccc(Oc5ccccc5)c(Cl)c4)c3s2)cnc1Cl
    38.3	36.9	20.5	43.3	26.5	45.3	51.5	62.7
Cc1ccccc1N1C(c2ccccc2)=NNC12C=CC(=O)C=C2Cl (configuration not stated)
    101.3	94.7	90.6	109.4	98.0	110.6	96.4	109.3
Nc1ncc(CO)c(N)n1
    .	99.3	95.1	104.7	87.9	108.3	106.2	98.6
Cc1cc(C)n(C(=O)CSc2nc3sc(C(N)=O)c(C)c3c(=O)n2Cc2ccccc2)n1
    102.5	100.3	88.0	96.7	89.6	79.9	102.0	96.3
Brc1ccc(-c2cc(-c3cccs3)cc(-c3ccccc3)n2)cc1
    103.1	98.4	100.7	110.4	96.3	117.3	99.2	107.2
CCOC(=O)c1c(NC(=O)c2ccc(C(F)(F)F)cc2)sc2c(CN3CCN(C)CC3)c(O)ccc12
    -24.6*	-36.5*	-56.9*	-80.6*	-79.5*	-43.3*	-57.5*	-42.0*
Oc1ccccc1/C=N/N=C\c1ccccc1Cl
    1.4*	61.3	82.4	.	54.1	72.6	77.1	101.5
CCCCCCCCN(CCCCCCCC)C(=O)C(C)O (configuration not stated)
    101.9&97.2	93.7&105.9	88.2&93.5	107.1&98.0	99.6&92.2	118.1&108.4	94.6&105.0	101.6

# The list goes on.
# The line under a structure holds: CCRF-CEM	MOLT-4	SR	MDA-MB-468	MCF7	MDA-MB-231	K-562	RPMI-8226
CCOC(=O)c1sc(N)nc1C(F)(F)F
    .	90.3	80.5	111.4	100.7	110.2	84.2	99.6
OCC1OC(c2ccccc2)OC2COC(c3ccccc3)OC12 (configuration not stated)
    107.3	100.2	87.4	93.6	98.8	98.8	96.7	105.9
CCOC(=O)C1=C(N)Oc2c(sc3c(F)cccc23)C1c1ccc(Cl)cc1 (configuration not stated)
    95.4	89.0	86.3	101.2	35.7	96.5	97.2	75.5
C=CCOC(=O)C1=C(C)NC2=C(C(=O)CCC2)C1c1ccc(F)cc1 (configuration not stated)
    98.1	93.6	92.2	92.3	95.6	98.0	96.3	.
CCN1C(=O)[C@@H]2[C@H](C1=O)[C@@H]1c3ccccc3C=NN1[C@H]2C(N)=O
    104.6	108.9	102.6	100.4	108.0	107.4	116.4	107.2
COc1ccc2occ(C3=C(c4cn(C)c5ccccc45)C(=O)N(O)C3=O)c2c1
    .	60.6	.	85.9	41.4	72.0	79.2	55.7
Cc1ccc(C)c(CCCCS(=O)(=O)O)c1
    99.1	88.5	93.6	110.7	99.6	105.0	104.0	100.9
Cn1c(=O)c(C#N)c(-c2ccccc2)n2c(=S)[nH]nc12
    128.5	118.5	90.2	.	77.4	118.7	93.7	136.6
COc1cccc(-c2cn3nc(-c4cn(C)c5ccc(Br)cc45)sc3n2)c1
    99.8	93.7	106.0	98.4	86.3	98.7	104.4	106.0
CNC(=O)c1[nH]cc(-c2ccccc2)c1-c1cc(OC)c(OC)c(OC)c1
    100.6	105.4	93.1	97.8	92.8	91.1	101.5	103.0
NC1=C(O)C(=O)C(c2ccc(C3OC(N)=C(O)C3=O)cc2)O1 (configuration not stated)
    104.0	128.1	.	96.6	102.5	.	108.8	105.6
N#CC1(c2ccc(NC(=O)c3cccnc3NCc3ccncc3)cc2)CCCC1
    20.8	55.4	29.3	41.7	63.2	62.6	45.3	53.7
Cc1ccc2cccc(CC(=O)NN)c2c1
    99.1	94.6	98.3	.	96.8	114.4	98.1	96.6
N#Cc1nn(-c2ccccc2)nc1N1CCCCC1
    100.6	97.5	.	106.7	107.0	105.1	96.3	114.5
CCc1cc(-c2cc(CC)on2)no1
    16.3	109.4	95.4	107.0	101.3	110.4	104.9	109.2

# More results follow.
# The line under a structure holds: CCRF-CEM	MOLT-4	SR	MDA-MB-468	MCF7	MDA-MB-231	K-562	RPMI-8226
CCCCC(=O)OCc1cc(=O)c(O)co1
    101.9	103.3	104.5	100.9	101.0	108.5	98.2	104.5
N#Cc1c(-c2ccc(Cl)cc2)nc(SCC(=O)c2ccccc2)[nH]c1=O
    95.2	.	.	90.9	99.6	95.4	77.3	99.6
CC(C)CC(=O)CC(=O)c1ccco1
    96.0	104.1	99.1	111.6	95.6	107.2	.	102.9
C=C1C(=O)O[C@H]2[C@H]1CC/C(Cn1cc(CNC(=O)Cc3cn(C(=O)c4ccc(Cl)cc4)c4ccc(OC)cc34)nn1)=C\CC[C@@]1(C)O[C@@H]21
    -34.0*	-23.5*	-28.0*	.	-62.7*	-24.1*	-22.6*	-40.2*
CC1=NN(c2ccc([N+](=O)[O-])cc2)C(=O)C1[N+](=O)[O-] (configuration not stated)
    73.5	104.4	107.1	111.6	98.8	100.5	113.0	.
CCN1C(=O)N(c2ccccc2)C2NN=c3s/c(=C4\C(=O)N(C(C)C)c5ccccc54)c(=O)n3C21 (configuration not stated)
    15.1	20.9	14.6	21.4	20.6	32.9	10.6	32.0
CN1C=Cc2ccccc2C1C[N+](=O)[O-] (configuration not stated)
    101.4	100.9	101.3	89.1	97.4	93.6	121.0	96.4
COc1ccc2[nH]c(=O)c(CSc3ccc(Nc4nccc(-c5ccc6c(c5)OCO6)n4)cc3)cc2c1
    92.3	80.7	78.0	91.3	106.6	104.2	86.5	78.4
COC(=O)c1ccc2c(c1)C(=O)N(c1ccccc1)C2=O
    101.0	100.1	100.8	100.9	94.7	95.8	.	102.9
CSc1nc(-c2cccs2)c2c(N)nn(S(=O)(=O)c3ccc(C)cc3)c2n1
    91.9	82.9	85.4	106.7	101.6	98.3	89.0	93.2
CCOC(=O)c1sc2ncnc(Nc3ccc(OCc4cccc(F)c4)cc3)c2c1C
    93.9	87.7	86.2	93.6	93.2	73.2	.	100.0
CCN(CC)S(=O)(=O)c1ccc(C)cc1
    117.1	111.9	121.3	102.6	95.9	94.9	116.0	111.9
CC(C)c1ccc(/C=N\NC(=O)N/N=C/c2ccc(C(C)C)cc2)cc1
    99.7	101.3	101.9	113.2	81.6	102.1	101.3	95.4
CSCC(C)C(N)C(=O)O (configuration not stated)
    100.9	104.0	106.2	103.4	107.1	100.4	109.6	106.3
CC(=O)Nc1nonc1-c1nc2ccccc2n1CC#N
    98.5	93.3	.	108.0	92.4	117.7	102.7	97.6
